FXIa inh 1536: inhibitors of human coagulation factor XIa; purified FXIa, Boc-Glu-Ala-Arg-AMC fluorogenic substrate; inhibition, % at 5 µM; 220,000 compounds, 0.14% hits; P03951; AID 798;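 active = inhibition of at least 40%; inactive = inhibition below 40%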;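 also: fluorescence of freed AMC excited at 355 nm; 0% = enzyme without compound and 100% = no enzyme blank; many of its hits are not listed in these tables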
Hck-Nef inh: inhibitors of human Hck kinase activated by Nef; P08631; Recombinant Hck-YEEI plus Nef, Z-Lyte FRET kinase assay; inhibition, % at 20 µM; 220,000 compounds, 0.68% hits; AID 463187;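 active = Hck-Nef kinase inhibition above about 50%, limit read from the data; inactive = inhibition below that limit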;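 also: 0% = DMSO with Hck plus Nef and 100% = Hck alone without Nef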
Thrombin inh: blocks human thrombin protease activity. AID 1046. 220,000 compounds, 0.26% hits. inhibition, % at 5 µM. P00734. alpha-thrombin, Boc-VPR-AMC fluorogenic substrate cleavage;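 active = inhibition at or above 40%; inactive = inhibition below 40%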;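 also: 0% = enzyme with no compound and 100% = wells without enzyme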
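Material: Human alpha-thrombin protein | Buffer or medium: pH 7.5 Tris-saline with Tween 20 | Reagent: Boc-VPR-AMC substrate, 15 µM final | Schedule: Reaction at ambient temperature | Detection: AMC fluorescence at 355 nm excitation and 460 nm emission | Evaluation: Percent inhibition scaled between no-compound controls and no-enzyme blanks | Controls: no-compound enzyme wells and no-enzyme blanks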
Runt-CBFb FRET: blocks binding of human RUNX1 Runt domain to CBFb. inhibition, % at 20 µM. Q01196+Q13951. 220,000 compounds, 0.46% hits. Cerulean-Runt/Venus-CBFb FRET ratio 530/480, 1 h;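 active = inhibition over about 50% at 20 µM in the single-dose screen, limit read from the data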;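 also: 0% = DMSO wells and 100% = excess unlabeled CBFb competitor control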
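test system = Cerulean-tagged RUNX1 Runt domain (FRET donor) fusion protein | reagent = Venus-CBFb binding partner, 100 nM | incubation = protein complex preformed 1 h, compound exposure 1 h, room temperature, dark | detection = FRET fluorescence | read-out basis = loss of energy transfer signal | controls = 5 µM unlabeled CBFb as full-inhibition high control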
Wee1 degr inh: human Wee1 degradation inhibition, primary screen; P30291; HeLa Luc-Wee1K328M stability, luciferase luminescence; 100% = proteasome inhibitor MG132 effect; reporter increase, % at 5 µM; 220,000 compounds, 1.2% hits; AID 1321;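 active = activation above the mean of all tested compounds plus 3 SD, set per screening run, cut at about 8.8% in these data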;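 also: cells exposed to compound for 20 h before luminescence read; 0% = DMSO alone and 100% = MG132 at 30 µM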
FXIIa inh: blocks human coagulation factor XIIa protease activity | 220,000 compounds, 0.3% hits | purified FXIIa, Boc-QGR-AMC fluorogenic substrate, 2 h | inhibition, % at 5 µM | P00748; in the data active = inhibition above about 40%;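 also: 0% = enzyme with no compound and 100% = blank without enzyme; many of its hits are not listed in these tables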
Target sequence (P00748 20-372 limits assumed): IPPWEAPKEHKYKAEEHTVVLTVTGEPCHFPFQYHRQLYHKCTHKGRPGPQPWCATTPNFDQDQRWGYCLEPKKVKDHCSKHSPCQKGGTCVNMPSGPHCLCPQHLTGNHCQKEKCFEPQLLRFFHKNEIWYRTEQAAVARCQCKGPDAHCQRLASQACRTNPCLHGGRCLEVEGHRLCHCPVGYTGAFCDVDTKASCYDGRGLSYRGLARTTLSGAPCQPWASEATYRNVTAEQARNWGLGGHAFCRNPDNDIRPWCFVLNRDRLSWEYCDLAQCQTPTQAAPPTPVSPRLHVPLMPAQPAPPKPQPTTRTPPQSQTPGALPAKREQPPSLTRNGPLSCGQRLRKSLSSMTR
Target sequence (P00748 373-615 limits assumed): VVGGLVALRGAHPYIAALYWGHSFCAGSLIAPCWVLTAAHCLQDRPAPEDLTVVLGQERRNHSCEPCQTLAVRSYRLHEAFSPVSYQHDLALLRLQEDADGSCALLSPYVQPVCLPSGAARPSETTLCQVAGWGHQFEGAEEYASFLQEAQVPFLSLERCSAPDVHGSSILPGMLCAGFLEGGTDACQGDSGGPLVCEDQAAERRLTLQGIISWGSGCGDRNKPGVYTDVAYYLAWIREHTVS
KLK5 inh: kallikrein 5 (human) inhibition; recombinant hK5, fluorogenic AMC substrate cleavage; inhibition, % at 5 µM; 210,000 compounds, 0.59% hits;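 active = inhibition of 40% or more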;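 also: 0% = enzyme controls without compound and 100% = no-enzyme blanks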
Target sequence (Q9Y337 67-293 limits assumed): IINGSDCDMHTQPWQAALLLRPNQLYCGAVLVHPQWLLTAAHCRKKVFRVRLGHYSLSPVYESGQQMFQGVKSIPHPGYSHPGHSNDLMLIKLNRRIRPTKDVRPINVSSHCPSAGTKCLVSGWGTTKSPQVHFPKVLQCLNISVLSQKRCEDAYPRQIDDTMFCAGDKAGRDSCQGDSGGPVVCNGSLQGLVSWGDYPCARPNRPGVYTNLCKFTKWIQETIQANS
14-3-3 Bad PPI: disrupts binding of bovine 14-3-3 zeta to phospho-Bad peptide; P63103; inhibition, % at 21.7 µM; TR-FRET 14-3-3zeta/Dy647-pBad peptide displacement, 1 h; AID 781; 220,000 compounds, 0.71% hits;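 active = inhibition above about 70%, limit read from the data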;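 also: 0% = full 14-3-3 plus peptide FRET controls and 100% = background without 14-3-3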
Runt-SMMHC FRET: Runt domain-CBFb-SMMHC interaction inhibition. 220,000 compounds, 0.74% hits. Cerulean-Runt/Venus-CBFb-SMMHC FRET ratio 530/480, 1 h. AID 1434. inhibition, % at 20 µM. Q01196+Q13951;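 active = mean inhibition across duplicate retests at 20 µM reaching about 50%, limit read from the data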;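 also: 0% = DMSO wells and 100% = wells with excess untagged CBFb-SMMHC; inhibitors lower the FRET ratio by blocking Runt binding to CBFb-SMMHC; some results filed as inactive read as strong as hits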
Starred values were filed as active, the others as inactive; . = no result given; [ ] = dose if it differs, or a comment. A portion of the library, so the mix of outcomes need not match the whole.

Molecule | Runt-SMMHC FRET | KLK5 inh | FXIIa inh | Hck-Nef inh | Runt-CBFb FRET | Wee1 degr inh | 14-3-3 Bad PPI | Thrombin inh | FXIa inh 1536
O=C1NC(=O)C(=Cc2ccc(-c3cc(Cl)ccc3[N+](=O)[O-])o2)C(=O)N1 | 37 | 0 | 2 | 61* | 39 | 0 | 79* | -16 | 1
COC(=O)C1=C(N)Oc2c(c(=O)oc3ccccc23)C1c1cccnc1 (stereo not drawn) | 1 | -27 | 3 | 2 | 0 | 1 | 7 | -2 | 1
O=C(c1ccccc1)c1cn(CC(=O)N2CCCC2)c2ccccc12 | -1 | -29 | -5 | 1 | 1 | 0 | -4[fluorescence artefact?] | -13 | -9
O=C(COc1ccccc1)N1CCN(C2CCCC2)CC1 | -2 | -3 | -1 | 0 | 0 | -2 | 45[fluorescence artefact?] | -15 | 3
CCCCCCN=C(C)c1c(O)n(CCCC)c(=O)[nH]c1=O | -3 | -4 | 11 | 2 | -9 | -2 | 6 | 4 | 4
CCC(=NCCCN(CC)CC)c1c(O)n(C2CCCCC2)c(=O)[nH]c1=O | 1 | -31 | 4 | -1 | -3 | 0 | -8 | -5 | 10
CN1CCN(Cc2nc3ccccc3c(=O)[nH]2)CC1 | -2 | -2 | 0 | 1 | 2 | -1 | -5 | 1 | 0
Cc1ccc(N2C(=O)NC(=O)/C(=C/c3ccc(OC(=O)c4cccs4)cc3)C2=O)cc1 | -1 | 5 | 18 | -2 | 1 | 0 | 64 | -3 | 19
Cc1cc(C)n(CCOC(=O)C2C(C=C(Cl)Cl)C2(C)C)n1 (stereo not drawn) | -3 | -2 | -9 | 0 | -1 | 6 | 4 | -1 | -1
Cc1cccc(C)c1NC(=O)c1cccn(Cc2ccc3c(c2)OC(F)(F)O3)c1=O | -6 | 18 | 16 | 0 | -4 | 2 | 6 | 6 | 2
CCC(=Nc1ccc(OC)cc1OC)c1c(O)[nH]c(=O)[nH]c1=O | 4 | -1 | 3 | 3 | 8 | -3 | -2 | -4 | 5
CC(C)OC(=O)Nc1ccc(N=C(N)N[N+](=O)[O-])cc1 | -4 | 3 | 9 | -3 | 2 | 3 | -1 | -4 | 2
CCCCOc1ccc(CCN)cc1Cl | 1 | -12 | 6 | 3 | 0 | 4 | 1 | 1 | 5
C=CCn1c(O)c(C(C)=NCc2cccnc2)c(=O)[nH]c1=O | -2 | -16 | 28 | 1 | 0 | -1 | 5 | 1 | 13
CCC(=Nc1cc(OC)ccc1OC)c1c(O)[nH]c(=O)[nH]c1=O | 2 | -1 | 8 | 2 | 3 | 0 | 1 | -1 | 4
Cc1cc(N2CCCC2)ccc1C=C(C#N)C#N | -162 | 48* | 36 | 12 | -86 | 4 | -5 | -9 | 31
CC(=NCC1CCCO1)c1c(O)n(-c2ccc(C)cc2)c(=O)[nH]c1=O (stereo not drawn) | 2 | -2 | -2 | 1 | 1 | -1 | 1 | -9 | -4
CC1(C)Cc2c(sc3c2C(=O)NC(c2cccnc2)N3)CO1 (stereo not drawn) | -3 | -2 | 8 | 2 | 4 | 1 | -9 | -3 | 3
O=C(/C=C/c1ccc2c(c1)OCO2)c1c(O)n(CCc2ccccc2)c(=O)[nH]c1=O | 0 | 5 | 9 | 16 | -2 | 5 | -2 | 3 | 6
COP(=S)(OC)SCN1C(=O)c2ccccc2C1=O | 41 | -24 | 1 | 1 | 27 | -1 | -3 | 0 | -2
COP(=O)(OC)C(NC(=O)C(C)(C)C)=C(Cl)Cl | 0 | -1 | 6 | 3 | -1 | -2 | -5 | -4 | -11
COc1ccc2nc(NC(=O)CCc3nc(C4=CCN(C)CC4)no3)sc2c1 | 2 | 1 | 10 | 3 | 2 | -2 | 15[fluorescence artefact?] | -6 | 3
O=c1[nH]c(=O)n(C2CCCCCC2)c(O)c1C=NC1CCN(Cc2ccccc2)CC1 | 4 | 6 | 11 | 2 | -3 | 1 | 10 | 0 | 4
COc1ccc(OCC(=O)N2CCN(CC3CC4C=CC3C4)CC2)cc1 (stereo not drawn) | 2 | -21 | 19 | -2 | 0 | -1 | 58 | -9 | -2
Nc1ccc2nonc2c1[N+](=O)[O-] | -64 | 1 | 8 | -2 | -7 | -2 | -7 | -3 | -2
O=C1NC(=O)N(c2ccccc2)C(=O)/C1=C\c1ccc([N+](=O)[O-])o1 | 8 | -2 | 3 | 55* | 11 | 0 | 57 | 0 | -2
Cc1ccccc1N1C(=O)NC(=O)/C(=C\c2ccc3c(c2)CCCN3Cc2ccccc2)C1=O | 7 | -1 | 4 | 7 | 13 | -3 | -5 | -3 | 7
C[C@H]1CC[C@H]2NCCN[C@H]2C1 | -7 | -5 | 2 | -2 | 1 | 0 | -2 | -3 | -6
CCn1c(O)c(C=Nc2cc(Cl)ccc2Cl)c(=O)n(CC)c1=O | -10 | -5 | -3 | 4 | -6 | -1 | 0 | -2 | -3
CN1CCN(c2ccc(NC(=O)C(C)(C)C)cc2)CC1 | 0 | -10 | 10 | 0 | -1 | -3 | 0 | 0 | 3
CCC12C=CCN3CCC4(c5cc(Br)c(OC)cc5N(C)C4C(O)(C(=O)OC)C1OC(C)=O)C32 (stereo not drawn) | -2 | 5 | 15 | 0 | -3 | -1 | -5 | -2 | 0
O=C(Nc1cccc2ccccc12)c1nn(C23CC4CC(CC(C4)C2)C3)cc1Br | -1 | -19 | 13 | -4 | 0 | -1 | -8 | 0 | 3
O=C(O)c1cccc2c1NC(c1cccc([N+](=O)[O-])c1)C1CC(Sc3ccccc3[N+](=O)[O-])C(Cl)C21 (stereo not drawn) | 2 | 1 | 10 | 15 | 24 | 0 | 26 | . | 9
CCCCN1C(=O)/C(=C/c2ccc(N3CCCCCC3)cc2)C(=O)NC1=S | 6 | -3 | 11 | 13 | 12 | -1 | -10 | 2 | 6
CCCCn1c(O)c(C(C)=NCCCN(CC)CC)c(=O)[nH]c1=O | -3 | -13 | 11 | 0 | 1 | -3 | -3[fluorescence artefact?] | -4 | 3
Cc1ccc(-c2cc(C(F)F)n3ncc(C(=O)N4CCC5(CC4)OCCO5)c3n2)cc1 | -7 | -23 | 1 | 0 | -6 | 4 | -4 | -3 | -16
CCCCCn1c(=O)c(C(=O)Nc2ccccc2S(N)(=O)=O)c(O)c2ccccc21 | . | 3 | 6 | 10 | . | -2 | 0 | -6 | 1
CCOc1cc(C=C2C(=O)NC(=O)NC2=O)cc([N+](=O)[O-])c1O | -10 | 0 | 7 | 23 | -1 | -3 | 8 | 0 | -3
Cc1ccc2c(c1)CC1(CN2C)C(=O)NC(=O)N(c2ccc(C)c(C)c2)C1=O (stereo not drawn) | 5 | 9 | 2 | -1 | 1 | 0 | -12 | 4 | -12
CN1C(=O)C(C2c3ccccc3C(=O)N2Cc2ccccc2)C(=O)N(C)C1=O (stereo not drawn) | 4 | -21 | 12 | 1 | 1 | 0 | 25[fluorescence artefact?] | -11 | 0
COc1cccc(-n2nc(C(=O)N3CCC4(CC3)OCCO4)c3ccccc3c2=O)c1 | 1 | 13 | 11 | 1 | 2 | 0 | 5 | -3 | 2
Nc1cc(N2CCNCC2)ccc1[N+](=O)[O-] | 0 | 2 | 13 | 2 | 2 | 2 | -1 | 1 | 3
CN=C(SCc1cc2c(cc1Cl)OCO2)c1c(O)n(C)c(=O)n(C)c1=O | 0 | 19 | 4 | 2 | -1 | 2 | 4 | -1 | 2
O=C(c1ccco1)C12CN3CN(CN(C3)C1)C2 | 1 | -25 | 8 | 1 | 1 | 2 | 2 | 2 | 4
C[C@]12CCC(=O)C(O)=C1CC[C@@H]1[C@@H]2CC[C@]2(C)C(=O)CC[C@@H]12 | 6 | 4 | 1 | 0 | -2 | 0 | -7 | -4 | -5
O=C(CN1C(=O)CN=C(c2ccccc2)c2ccccc21)NCc1ccco1 | -1 | -32 | -1 | 8 | 0 | 1 | 0 | 2 | -5
CN1CCN(C(=O)COc2ccc(S(=O)(=O)NCc3ccccc3)cc2Cl)CC1 | 0 | -13 | 8 | 0 | 2 | -3 | 75* | 0 | 6
Cn1c(O)c(C(=O)c2ccccc2Cl)c(=O)n(C)c1=O | -8 | -14 | 17 | 1 | -4 | 2 | 55 | 0 | 6
Cc1cccc(N2C(=O)NC(=O)/C(=C\C=C\c3ccco3)C2=O)c1 | -31 | 0 | 5 | 33 | 5 | 2 | 1 | 0 | 0
O=c1[nH]c(=O)n(Cc2ccc(F)cc2)c(O)c1C=NCc1cccnc1 | 2 | -9 | 1 | 1 | -1 | 0 | 8 | -7 | -4
O=P(C(=Nc1ccc(Cl)cc1)N1CCOCC1)(N1CCOCC1)N1CCOCC1 | 0 | 42* | 20 | 2 | 0 | -1 | -1[fluorescence artefact?] | 28 | 15
O=c1[nH]c(CN2CC=C(c3ccccc3)CC2)nc2cc(C(F)(F)F)ccc12 | -14 | 3 | -3 | 2 | -13 | 2 | -10 | -4 | -17
NC(Cc1ccccc1)Cc1ccccc1 | -2 | -2 | 4 | 17 | 0 | -2 | -9 | -2 | -2
FC(F)(F)c1ccccc1CN1CCN(Cc2ccccc2)CC1 | 0 | -11 | 10 | 4 | 1 | 1 | 74* | -3 | 3
CC1CCCCN1C(=O)c1ccc(N2CC3CC(C2)c2cccc(=O)n2C3)c([N+](=O)[O-])c1 (stereo not drawn) | 1 | -24 | 3 | 0 | 3 | -2 | -13 | -4 | -6
Cc1cccc(N2C(=O)NC(=O)/C(=C\c3cccn3-c3ccc(Cl)cc3)C2=O)c1 | -70 | -15 | 1 | 3 | 3 | 1 | 4 | 3 | 4
O=C(c1ccc(Cl)cc1)C1CCCN(Cc2cccc3ncccc23)C1 (stereo not drawn) | -6 | . | 10 | -5 | 1 | 2 | -15 | -2 | 4
Cc1cc([N+](=O)[O-])c(Cl)cc1NC(=O)C(C)C | 4 | -13 | 5 | 0 | -1 | 0 | -6 | -5 | -6
O=C(Nc1ccc(Cl)cc1)O/N=C(\c1ccccc1)c1ccccn1 | 3 | 5 | 10 | 1 | -2 | -1 | 4 | -1 | 3
CC(C)NC(C)C(=O)C12CC3CC(CC(C3)C1)C2 (stereo not drawn) | 2 | 4 | -4 | 4 | 1 | 0 | 5 | -21 | 0
N#CC(C#N)=C(N)c1cccnc1 | -2 | -20 | -2 | 3 | 0 | -3 | 14 | 0 | -5
